Source: PubChem BioAssay (National Center for Advancing Translational Sciences (NCATS))
NTMT1 inhibitor – inhibitors of human N-terminal methyltransferase NTMT1; Q9BV86; NTMT1 MTase-Glo SAH luminescence, purified enzyme; Potency, µM (series often up to 114 µM), for the others: at the top dose activity change, negative = inhibition, most hits filed as inhibitors; hit rate 2.5% among 59,000; AID 1645870;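 also: potency is read from the fitted curve at half-maximal effect; plate controls were DMSO vehicle for no effect and no enzyme for full effect; nearly all actives have a fitted effect of over 65% in size; many of its hits are not listed in these tables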
Target sequence (Q9BV86 whole entry, looked up): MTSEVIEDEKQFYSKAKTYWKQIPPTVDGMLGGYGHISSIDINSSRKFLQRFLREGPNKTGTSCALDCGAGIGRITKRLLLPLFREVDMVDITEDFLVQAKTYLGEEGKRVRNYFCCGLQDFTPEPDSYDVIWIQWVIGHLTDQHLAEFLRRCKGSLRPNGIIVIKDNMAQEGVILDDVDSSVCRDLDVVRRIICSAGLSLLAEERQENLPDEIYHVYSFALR
GALK inh – inhibits human galactokinase; recombinant GALK, Kinase-Glo ATP luminescence, 1 h; Potency, µM (titrated, usually from 57.5 µM), without a hit: top-dose activity, negative = inhibition, actives largely listed as inhibitors; 44,000 tested, under 10 active; AID 1347072;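 also: plate controls were full GALK reaction for no effect and reaction lacking GALK for full effect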
Target sequence (P51570 whole entry, looked up): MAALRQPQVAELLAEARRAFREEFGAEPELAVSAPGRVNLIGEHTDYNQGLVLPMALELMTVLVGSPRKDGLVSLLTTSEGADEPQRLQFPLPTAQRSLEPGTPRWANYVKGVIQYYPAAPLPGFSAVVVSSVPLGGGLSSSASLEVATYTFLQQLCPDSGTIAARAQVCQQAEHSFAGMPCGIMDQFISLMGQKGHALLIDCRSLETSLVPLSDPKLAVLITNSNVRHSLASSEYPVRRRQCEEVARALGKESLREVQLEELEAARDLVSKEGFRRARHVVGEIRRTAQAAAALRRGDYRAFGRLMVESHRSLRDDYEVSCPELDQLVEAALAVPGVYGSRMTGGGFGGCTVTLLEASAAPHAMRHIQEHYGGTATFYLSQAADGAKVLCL
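Human GALK (5 nM) was incubated with 35 uM ATP and 100 uM galactose in 20 mM HEPES pH 8.0 with MgCl2, NaCl, DTT and BSA for 1 h at room temperature. Remaining ATP was measured by Kinase-Glo Plus luminescence.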
TSG101-PTAP inh – TSG101-PTAP interaction inhibition, HIV-1 budding. Q99816. Fluorescence polarization, FITC-PTAP peptide/Tsg101, 20 min. Potency, µM (series often up to 115 µM), without a hit: at the highest dose activity change, negative = inhibition, most hits filed as inhibitors. 44,000 tested, under 10 active. AID 1347069; also: potency is read from the fitted curve at half-maximal effect; 0% is about no effect
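The Tsg101 binding domain, at 10 uM final, is mixed with compound and a FITC peptide bearing the PTAP motif (50 nM final). After 20 min at r.t., polarization is measured; actives defined by CRC class, efficacy cut-off 60% inhibition.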
FH mod – Identification of activators of human fumarate hydratase by quantitative high-throughput screening. Fumarate hydratase, mitochondrial (Homo sapiens), P07954. FH coupled MDH/diaphorase resazurin fluorescence, 15 min. Potency, µM (top dose mostly 79.9 µM), for inactives: top-dose activity change, negative = inhibition, most hits filed as inhibitors. hit rate 0.22% among 54,000. AID 1347055, 2019; also: potency is read from the fitted curve at half-maximal effect; % is scaled to controls: 0 for no effect and ±100 for the full control effect; the screen sought activators but most active calls are inhibition curves; nearly all actives have a fitted effect of over 45% in size
p53null 32C tox – kills p53 null cells at the permissive temperature | H1299-neo p53 null cells, ATP luminescence, 24 h, 32C | Potency, µM (titrated, usually from 46.1 µM), for the others: at the top dose activity change, negative = cytotoxicity, most hits filed as cytotoxic | hit rate 0.62% among 55,000;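 also: potency is read from the fitted curve at half-maximal effect; 0% = DMSO only and -100% = full killing by 100 µM tamoxifen; nearly all actives have a fitted effect of over 55% in size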
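Overnight 37C seeding (600 cells/well) of H1299-neo preceded a 24 hr, 32C exposure to compounds up to 46 uM. ATP levels, read by luminescence after 20 min at RT, indicated surviving cells.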
p53null 39C tox – kills p53 null cells at the nonpermissive temperature; H1299 p53-null (neo) cells, 39C, ATPlite viability, 24 h; Potency, µM (highest dose often 46.1 µM), inactives show at the top dose activity, negative = cell killing, usual class: cytotoxic; hit rate 0.97% among 55,000; AID 904;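 also: potency is read from the fitted curve at half-maximal effect; 0% = DMSO only and -100% = full killing by 100 µM tamoxifen; nearly all actives have a fitted effect of over 50% in size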
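Cells seeded at 600/well, 37C overnight. Compound added (up to 46 uM), plates shifted to 39C for 24 hr. ATPlite added, luminescence read after 20 min at room temperature.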
B2AR arrestin ag – agonists recruiting beta-arrestin to human beta2-adrenergic receptor | P07550 | HTLA Tango cells, beta-arrestin recruitment, luciferase luminescence, 18 h | Potency, µM (series often up to 46.1 µM), for the others: at the highest dose activation, actives largely listed as activators | 44,000 tested, under 10 active | AID 1347077;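 also: potency is read from the fitted curve at half-maximal effect; 0% = DMSO and full agonism = EC100 isoproterenol or metaproterenol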
Target sequence (P07550 whole entry, looked up): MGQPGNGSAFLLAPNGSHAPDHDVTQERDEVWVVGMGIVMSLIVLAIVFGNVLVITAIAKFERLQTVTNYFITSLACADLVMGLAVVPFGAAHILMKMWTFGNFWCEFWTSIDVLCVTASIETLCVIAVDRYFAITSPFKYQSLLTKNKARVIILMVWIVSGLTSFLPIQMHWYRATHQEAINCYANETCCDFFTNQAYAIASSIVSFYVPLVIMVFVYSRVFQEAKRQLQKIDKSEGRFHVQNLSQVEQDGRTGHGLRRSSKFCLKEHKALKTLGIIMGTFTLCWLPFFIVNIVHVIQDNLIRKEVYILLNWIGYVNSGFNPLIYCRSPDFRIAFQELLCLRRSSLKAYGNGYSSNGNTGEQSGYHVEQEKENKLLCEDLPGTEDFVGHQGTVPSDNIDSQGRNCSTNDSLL
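Ligand-induced beta-arrestin recruitment to recombinant beta2-AR is measured via a tTA-driven luciferase reporter in Tango cells after 18 hr compound exposure at 37 degrees C. Concentrations span up to 46 microM.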
* = called active by the depositor; ? = inconclusive; / = not tested or not shown; [ ] = dose if it differs, or a comment. Calls follow the shape of the dose curve; as a rule, active = well fitted curve in the direction sought with a large enough effect; inconclusive = small, poorly fitted or top-dose-only effect, or another doubt; inactive = no such curve, though single readings can be large; an effect the other way counts as inactive or inconclusive.

SMILES | NTMT1 inhibitor | GALK inh | TSG101-PTAP inh | FH mod | p53null 32C tox | p53null 39C tox | B2AR arrestin ag
CC(C)c1ccc(OCC(=O)N2CCN(CCc3ccccn3)CC2)cc1 | 7% | 0% | 2% | 4% | -7% | -18% | -5%
COCCNc1oc(-c2ccc(OC)cc2)nc1C#N | -2% | 0% | -4% | 0% | -23% | ? | 1%
O=C(CCc1nc(C2=CCN(Cc3cccc(Cl)c3)CC2)no1)Nc1ccccc1F | -9% | -6% | 2% | -18% | -1% | 10% | -1%
CCCSc1nc2ccccc2c(=O)n1-c1ccccc1OC | 28% | -1% | -1% | -8% | 17% | 12% | 1%
COc1ccc(C2=C(C(C)=O)Sc3nnc(-c4ccc(C)cc4)n3N2C(C)=O)cc1OC | 5% | -4% | -2% | -14% | 30%[activator] | 3% | -4%
Cc1ccc(OCC(=O)N2CCN(Cc3ccc(F)cc3)CC2)cc1 | -5% | -14% | -4% | -15% | -9% | 5% | -2%
Cc1cccc(-n2nc(C)c3c2NC(=O)CSC3c2ccccc2Cl)c1 (centres undefined) | 4% | 2% | -4% | -15% | -6% | -1% | -4%
CCOc1ccc(CN(CCc2ccc3c(c2)OCO3)Cc2ccc(OC)c(Br)c2)cc1 | -8% | 1% | 4% | -18% | -10% | -4% | 0%
Cc1cccc(N(C)S(=O)(=O)c2cc(-c3cnc(C4CC4)o3)ccc2C)c1 | 2% | -5% | 3% | ? | 42%[activator] | 62%[activator] | -1%
COc1cccc(-c2nn3c(=O)cc(CN4CCN(C(=O)COc5ccccc5C)CC4)nc3s2)c1 | -6% | 1% | -4% | -8% | -4% | -19% | 0%
Cc1ccc(F)cc1NC(=O)c1ccc(Cn2nc(N3CCN(c4ccccc4)CC3)ccc2=O)o1 | -10% | 2% | 0% | -21% | 42%[activator] | 53%[activator] | 1%
CCOc1ccc(NC(=O)c2cc3c(C)nn(-c4ccccc4)c3s2)cc1 | -13% | -14% | 0% | -28% | ? | ? | 0%
N#Cc1cc2c(nc1SCC(=O)Nc1ccc(OC(F)(F)F)cc1)C1CCN2CC1 | 6% | -3% | -4% | -13% | 10% | 6% | -1%
CCOc1ccc(Nc2c(S(=O)(=O)c3ccc(C)cc3)cnc3ccc(F)cc23)cc1 | -13% | 9% | -2% | -21% | 15% | 46%[activator] | -2%
CCC(C(=O)Nc1ccccc1C(=O)OC)n1nc(C)c2c(C)n(-c3ccc(C)cc3)nc2c1=O (centres undefined) | -20% | 0% | -5% | -21% | 47%[activator] | 51%[activator] | 7%
COc1cc(OC)cc(C(=O)Nc2ccc(Cl)cc2C(=O)c2ccccc2Cl)c1 | 4% | 1% | -1% | -4% | -1% | 2% | 0%
O=C(c1ccc2c(c1)N(Cc1c(F)cccc1Cl)C(=O)c1ccccc1S2)N1CCC2(CC1)OCCO2 | -11% | 0% | -5% | -15% | 22% | 7% | 0%
Nc1c(C(=O)Nc2cccc(Br)c2)sc2nc3c(cc12)N1CCC3CC1 | ? | -3% | -6% | -24% | ? | -29% | 0%
Cc1cccc(-n2c(/C=C/c3c(C)[nH]c4ccccc34)nc3ccccc3c2=O)c1 | -9% | -2% | 4% | 8% | -1% | -23% | 0%
CC(C)Oc1ccc(NC(=O)c2cc3ccccc3o2)cc1 | -13% | 0% | 5% | -8% | 10µM* | ? | -2%

Single records, from the list above. Order of screens: NTMT1 inhibitor | GALK inh | TSG101-PTAP inh | FH mod | p53null 32C tox | p53null 39C tox | B2AR arrestin ag
Shown for Cc1cccc(N(C)S(=O)(=O)c2cc(-c3cnc(C4CC4)o3)ccc2C)c1 = 2% | -5% | 3% | ? | 42%[activator] | 62%[activator] | -1%
Shown for CC(C)c1ccc(OCC(=O)N2CCN(CCc3ccccn3)CC2)cc1 = 7% | 0% | 2% | 4% | -7% | -18% | -5%
Shown for CCOc1ccc(CN(CCc2ccc3c(c2)OCO3)Cc2ccc(OC)c(Br)c2)cc1 = -8% | 1% | 4% | -18% | -10% | -4% | 0%
Shown for COc1cc(OC)cc(C(=O)Nc2ccc(Cl)cc2C(=O)c2ccccc2Cl)c1 = 4% | 1% | -1% | -4% | -1% | 2% | 0%
Shown for O=C(CCc1nc(C2=CCN(Cc3cccc(Cl)c3)CC2)no1)Nc1ccccc1F = -9% | -6% | 2% | -18% | -1% | 10% | -1%

The results go on.
SMILES | NTMT1 inhibitor | GALK inh | TSG101-PTAP inh | FH mod | p53null 32C tox | p53null 39C tox | B2AR arrestin ag
Cc1ccc(Cl)cc1Nc1nn2c(=O)c3ccc(C(=O)NCc4cccs4)cc3nc2s1 | 79µM* | 0% | 0% | 3% | ? | 29% | -2%
COc1ccccc1C1SCC(=O)Nc2c1c(C)nn2-c1cccc(C)c1 (centres undefined) | -10% | -11% | 1% | -2% | -8% | 3% | -1%
Cc1nn2c(=O)cc(COC(=O)c3ccccc3NC(=O)c3cccs3)nc2s1 | -5% | -1% | 0% | -3% | -2% | ? | 0%
COc1ccc(/C=C/c2nc3ccccc3c(=O)n2-c2ccc(C)cc2)cc1O | -1% | -2% | -10% | 3% | -2% | -1% | 4%
CCc1ccc(OCC(=O)N2CCN(CCc3ccccn3)CC2)cc1 | 6% | 0% | 0% | -5% | -9% | -7% | -1%
Cc1oc2cc3oc(=O)c(CCC(=O)N4CCCCC4)c(C)c3cc2c1C | / | 2% | 11% | / | 7% | 5% | 1%
O=C(Nc1ccc2c(c1)OCCO2)c1cccn(Cc2cccc([N+](=O)[O-])c2)c1=O | 8% | -4% | -4% | ? | -9% | -8% | -3%
CCCOc1ccc(C(=O)Nc2ccc(-c3cc4ccccc4oc3=O)c(C)c2)cc1 | -6% | 3% | -1% | ? | ? | ? | 1%
COc1ccc(OCC(=O)N2CCN(Cc3cccc(OC)c3OC)CC2)cc1 | ? | 1% | -3% | -17% | -3% | -11% | 0%
COc1ccc2nc(NC(=O)c3nc(S(=O)(=O)Cc4cccc(C)c4)ncc3Cl)sc2c1 | 29% | 3% | 24% | 13% | -27% | ? | -1%
COc1cc(C(c2c(O)c3ccccc3oc2=O)c2c(C)n(C)n(-c3ccccc3)c2=O)ccc1O (centres undefined) | -25% | 5% | -8% | -9% | 11% | -1% | 0%
CCOc1ccc(NC(=O)CSc2oc(-c3ccccc3)nc2S(=O)(=O)c2ccc(Cl)cc2)cc1 | 7% | 6% | 3% | 2% | ? | 10µM* | 1%
COc1ccc(OCC(=O)N2CCN(CCc3ccccn3)CC2)cc1 | 20% | 5% | -3% | 3% | -6% | -14% | -4%
Cc1ccccc1-n1nc(C)c2c1NC(=O)CSC2c1ccc(Cl)cc1 (centres undefined) | 8% | 3% | 1% | -5% | -7% | -15% | -2%
COc1ccc(C(=O)Nc2ccc(Cl)cc2C(=O)c2ccccc2)c(OC)c1 | 0% | 0% | 1% | -13% | 1% | 20% | 0%
O=C(Nc1ccccc1)N(Cc1ccc2c(c1)OCO2)C1CCN(Cc2ccccc2)CC1 | -4% | 0% | 1% | -22% | -9% | -9% | 2%
Cc1cc(OCC(=O)N2CCN(CCc3ccncc3)CC2)cc(C)c1Cl | ? | 0% | -2% | -19% | -13% | -13% | -5%
CCOc1ccc2nc(NC(=O)c3cccn(Cc4ccccc4)c3=O)sc2c1 | 2% | 2% | -1% | -19% | -7% | 8% | -3%
Cc1ccc(S(=O)(=O)c2nnn3c2nc(N2CCC(C(N)=O)CC2)c2cc(Cl)ccc23)cc1C | -2% | -3% | -4% | -21% | 11% | ? | 1%
Cc1ccc(C(C)C)c(OCC(=O)N2CCN(CCc3ccncc3)CC2)c1 | ? | 0% | -3% | 11% | -7% | -9% | -3%
Cc1ccc(Cn2cccc(C(=O)Nc3nc4ccc(C)cc4s3)c2=O)cc1 | 12% | 0% | 5% | -3% | 1% | 33%[activator] | -2%
CCOc1ccc(CN(CCc2ccc3c(c2)OCO3)Cc2ccc(CC)cc2)cc1 | ? | 2% | 0% | -19% | -6% | 2% | 0%
Cc1ccc(Nc2nnc(-c3ccc(C)c(S(=O)(=O)NCc4nc5ccccc5[nH]4)c3)c3ccccc23)cc1 | 9% | -1% | 9% | -15% | 50%[activator] | -2% | 0%
CCOC(=O)c1ccc(N2C(=O)c3n[nH]c(-c4cccs4)c3C2c2ccc(Cl)cc2Cl)cc1 (centres undefined) | 12% | 7% | -1% | -20% | ? | 18µM* | 1%
O=C(Cn1c(=O)n(Cc2ccccc2)c(=O)c2sc3ccccc3c21)NCc1ccccc1Cl | -2% | 6% | 1% | -11% | ? | ? | -2%
Cn1c(=O)n(C)c2cc(CNCCc3ccccc3)ccc21 | -3% | 2% | 1% | -16% | -5% | 8% | -4%
O=c1oc2ccccc2cc1-c1cn2cc(Cc3ccc(F)cc3)sc2n1 | 1% | 1% | 7% | -12% | 16% | ? | -1%
COc1ccc(C)cc1NC(=O)c1cccn(Cc2ccccc2Cl)c1=O | 6% | 0% | -3% | 4% | -4% | -5% | 0%
COc1ccc(NC(=O)CN2C(=O)CN=C(c3ccccc3)c3ccccc32)c(OC)c1 | 16% | 2% | 1% | -10% | -14% | 21% | 6%
CCOc1ccccc1NC(=O)c1cccn(Cc2ccccc2C)c1=O | 7% | -1% | 2% | 2% | 1% | 6% | 0%
Cc1ccc(-n2c(/C=C/c3ccc(Br)s3)nc3ccccc3c2=O)cc1C | 5% | 1% | 0% | -8% | 2% | 5% | ?
O=C(OCc1cc(=O)n2nc(C3CC3)sc2n1)c1ccc(NC(=O)c2ccccc2Cl)cc1 | -6% | -2% | 35%[activator] | -26% | ? | -10% | 0%
CCCC1=Nc2cc(C(=O)NC3CCC(C)CC3)ccc2Sc2ccccc21 (centres undefined) | ? | 0% | -7% | -24% | 39%[activator] | -18% | 1%
COc1ccc(CCN2CCC(CNC(=O)c3cnn(-c4ccc(C)cc4)c3C3CCN(C(=O)OC(C)(C)C)CC3)CC2)cc1 | 4% | 3% | -8% | -25% | 0% | ? | 0%
COc1ccc(Nc2cc(C)c3cc(NC(=O)c4ccccc4Cl)ccc3n2)cc1 | -19% | 1% | 10% | -18% | -13% | ? | 0%
Cc1ccc(-n2c(/C=C/c3ccccc3)nc3ccccc3c2=O)cc1C | 0% | -6% | -3% | -19% | -7% | 12% | -1%

A portion of the library, so the mix of outcomes need not match the whole.
